NR3A LBD binder = modulates the human NR3A ligand-binding domain. NR3A LBD differential scanning fluorimetry, Tm shift; 0% = protein alone, 100% = glycine-bound protein. Tm shift relative to glycine control, % at 25 µM. 340,000 tested, 2.5% active. AID 1259313;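 active = melting temperature shift of at least 10% of the positive control shift, at one fixed dose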
PfGluPho inh = PfG6PD (Plasmodium falciparum) enzyme inhibition. PfGluPho enzyme, NADPH resazurin-diaphorase fluorescence. inhibition, % at 20 µM. 350,000 tested, 0.78% active. AID 504690;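 active = inhibition reaching at least a set limit at 20 µM in the primary screen, cut at about 59% in these data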;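 also: 0% = DMSO wells with substrate and 100% = DMSO wells lacking glucose-6-phosphate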
MPTP block = inhibitors of mitochondrial permeability transition pore; isolated mouse mitochondria, Ca2+ swelling absorbance, 30 min; inhibition, % at 10 µM; 360,000 tested, 1.4% active; AID 602449;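 active = inhibition of 50% or more, scaled per plate between neutral and stimulator controls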;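 also: 0% = DMSO wells given calcium and 100% = 1 mM EGTA wells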
SENP8 block = blocks human SENP8 cleavage of Nedd8 substrate; AID 602440; Q96LD8; 360,000 tested, 0.64% active; inhibition, % at 20 µM; recombinant SENP8, Nedd8 substrate fluorescence; in the data active = inhibition mostly above about 40%, no sharp cut-off; inactive = mostly below about 27%
ATG4B inh = inhibitors of human ATG4B cysteine protease. 340,000 tested, 0.51% active. Q9Y4P1. inhibition, % at 8.33 µM. ATG4B cleavage of LC3-PLA2, NBD-HPC fluorescence, 1 h; in the data active = inhibition above about 40%
SENP7 block = blocks the human protease SENP7. Q9BQF6. recombinant SENP7, Z-RLRGG-aminoluciferin luminescence, 40 min. inhibition, % at 5 µM. 330,000 tested, 1.5% active. AID 434973;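 active = inhibition above about 50% at the single test dose, limit read from the data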;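 also: plate controls were DMSO with enzyme for no effect and no enzyme buffer wells for full effect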
SENP6 inh = blocks the human protease SENP6; AID 2599; Recombinant SENP6 catalytic domain, aminoluciferin luminescence; inhibition, % at 10 µM; Q9GZR1; 330,000 tested, 1.8% active;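 active = inhibition above about 50% at the single tested dose, limit read from the data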;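 also: plate controls were DMSO wells with enzyme for no effect and DMSO wells lacking enzyme for full effect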
HKDC1 inh = blocks human hexokinase HKDC1 activity; recombinant HKDC1, G6PDH/diaphorase resazurin coupled fluorescence; Q2TB90; 340,000 tested, 0.16% active; inhibition, % at 20 µM;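 active = inhibition above about 35% when tested at 20 µM, limit read from the data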;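 also: plate controls were DMSO wells with enzyme for no effect and DMSO wells lacking enzyme for full effect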
Target sequence (Q2TB90 whole entry, looked up): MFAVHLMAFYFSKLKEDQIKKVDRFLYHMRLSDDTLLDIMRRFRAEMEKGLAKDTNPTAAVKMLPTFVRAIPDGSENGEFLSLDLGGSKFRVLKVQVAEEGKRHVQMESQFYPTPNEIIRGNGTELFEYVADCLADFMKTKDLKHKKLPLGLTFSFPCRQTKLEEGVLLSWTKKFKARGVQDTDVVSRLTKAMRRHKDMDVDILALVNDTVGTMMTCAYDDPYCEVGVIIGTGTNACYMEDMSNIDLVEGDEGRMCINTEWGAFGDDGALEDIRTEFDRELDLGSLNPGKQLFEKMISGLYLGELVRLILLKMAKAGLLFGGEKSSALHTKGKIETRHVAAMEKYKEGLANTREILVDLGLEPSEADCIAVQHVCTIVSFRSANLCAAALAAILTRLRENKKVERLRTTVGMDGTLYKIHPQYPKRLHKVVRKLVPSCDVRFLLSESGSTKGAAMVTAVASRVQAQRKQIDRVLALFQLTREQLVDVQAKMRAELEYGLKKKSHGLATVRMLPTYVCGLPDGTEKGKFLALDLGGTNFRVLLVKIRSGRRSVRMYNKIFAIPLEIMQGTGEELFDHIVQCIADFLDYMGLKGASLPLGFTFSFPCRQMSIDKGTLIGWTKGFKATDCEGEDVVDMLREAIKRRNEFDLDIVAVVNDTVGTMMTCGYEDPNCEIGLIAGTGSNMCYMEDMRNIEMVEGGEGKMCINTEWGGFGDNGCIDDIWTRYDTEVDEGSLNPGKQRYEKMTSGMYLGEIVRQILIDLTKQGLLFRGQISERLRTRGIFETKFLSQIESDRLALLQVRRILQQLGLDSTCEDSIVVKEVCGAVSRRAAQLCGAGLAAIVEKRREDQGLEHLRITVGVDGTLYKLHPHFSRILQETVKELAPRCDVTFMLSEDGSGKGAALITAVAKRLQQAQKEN
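Assay system – recombinant HKDC1 (HK5) hexokinase enzyme, produced in-house · Input – HKDC1 at 5 µg/mL · Reagent – glucose plus 1 mM ATP as hexokinase substrates · Timing – 90 min reaction incubation at room temperature, dark · Measured by – G6PDH/diaphorase-coupled fluorescence, 1 mM NADP, 100 µM resazurin, 525/613 nm · Benchmarks – DMSO-enzyme wells negative, buffer-substituted wells positive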
An asterisk follows results filed as active; i = inactive; . = no result given.

molecule	NR3A LBD binder	PfGluPho inh	MPTP block	SENP8 block	ATG4B inh	SENP7 block	SENP6 inh	HKDC1 inh
Cc1ccc(CNC(=O)CCCN2C(=S)NC(C)(C)CC2C)cc1 (stereo unspecified)	0.5	-5.3	0.7	20.0	5.5	2.8	-6.0	-6.4
O=C1NC(=O)c2cc3ccccc3cc21	0.4	5.6	0.0	i	-7.1	-2.6	4.2	-4.5
Cc1ccc(S(=O)(=O)N(C)CC(=O)N2CCC(C(N)=O)CC2)cc1	0.8	-11.1	-0.2	14.2	5.8	1.4	-18.2	-7.4
CCc1nnc(NC(=O)CSc2nc3c(C)cccc3[nH]2)s1	0.7	-10.2	-3.8	9.8	-7.6	3.7	0.5	10.1
CCCn1c(C(C)C)n[nH]c1=S	-0.8	15.8	0.3	32.9	-4.9	2.6	-8.0	-2.5
CCOc1ccc(NC(=O)COc2ccc(S(=O)(=O)N3CCOCC3)cc2)cc1	-0.3	-3.0	0.4	-4.6	-11.6	-7.3	-11.3	-1.5
O=C(Cn1cccc1C(=O)c1ccccc1)NCc1ccccc1	-2.6	4.3	-0.2	14.1	-11.4	4.4	13.1	0.6
CCCCNC(=O)C1CCCN1S(=O)(=O)c1cccc2nsnc12 (stereo unspecified)	0.0	-9.1	1.7	9.1	-6.6	4.1	-1.8	-3.4
COCCN(C(=S)Nc1ccccc1OC)C(C)c1cccs1 (stereo unspecified)	0.2	4.1	-2.4	16.4	8.8	-0.3	3.5	13.4
CCc1ccc(OCC(=O)NC(=S)Nc2ccc(S(=O)(=O)NC3CCCCC3)cc2)cc1	-1.9	-15.2	-0.1	19.4	-0.8	-13.1	-13.1	-1.2
CN1CCN(c2cc(C(F)(F)F)nc(-c3ccccn3)n2)CC1	1.1	-3.0	-1.2	-3.5	3.0	-5.0	-0.2	-2.6
CCCCC(CCc1ccccn1)C(=O)c1ccccc1 (stereo unspecified)	0.0	7.9	-0.5	18.4	3.7	.	.	-5.2
Cc1c(C(=O)Nc2ccc3c(c2)OCCO3)oc2ccc(Br)cc12	8.0	49.7	0.7	-1.1	-7.7	9.6	30.2	0.1
O=C(CSc1nc2ccccc2c(=O)n1CCCN1CCOCC1)NCCc1ccccc1	1.2	2.4	-0.3	2.1	1.0	3.0	-6.3	-4.3
Cn1cccc1/C=C1\SC(=Nc2ccc(O)cc2)NC1=O	0.4	0.2	1.3	13.5	-5.0	4.1	-0.1	-0.1
CCOC(=O)c1ccc(CNC(=O)c2cc(COc3ccccc3SC)on2)o1	5.1	3.8	0.0	9.9	5.4	-10.1	32.3	-3.6
CC1(C)OC(=O)C(=NNc2ccccc2[N+](=O)[O-])C(=O)O1	-2.3	-9.7	-0.1	14.1	6.3	-14.1	-38.4	0.9
O=c1[nH]n2c(-c3ccccc3)nc(O)c2c2ccccc12	-2.2	13.8	2.8	-70.5	-7.0	-2.5	-29.6	-18.8
CCn1c(C)nc2cc(C(=O)NNC(=S)Nc3ccc(F)cc3)ccc21	-2.2	-3.4	0.0	7.6	-2.6	6.4	16.9	-6.5
COc1ccc(NS(=O)(=O)c2ccc(N3CCOCC3)c(N)c2)cc1	3.9	12.8	86.1*	-5.8	-13.2	2.3	0.2	7.1

Three compounds from above, ordered by their value in MPTP block, ascending.
Structure | NR3A LBD binder | PfGluPho inh | MPTP block | ATG4B inh | SENP7 block | SENP6 inh | HKDC1 inh
CCc1ccc(OCC(=O)NC(=S)Nc2ccc(S(=O)(=O)NC3CCCCC3)cc2)cc1 | -1.9 | -15.2 | -0.1 | -0.8 | -13.1 | -13.1 | -1.2
CCCn1c(C(C)C)n[nH]c1=S | -0.8 | 15.8 | 0.3 | -4.9 | 2.6 | -8.0 | -2.5
Cc1c(C(=O)Nc2ccc3c(c2)OCCO3)oc2ccc(Br)cc12 | 8.0 | 49.7 | 0.7 | -7.7 | 9.6 | 30.2 | 0.1

More results.
molecule	NR3A LBD binder	PfGluPho inh	MPTP block	SENP8 block	ATG4B inh	SENP7 block	SENP6 inh	HKDC1 inh
O=C(Nc1ccc(C(=O)N2CCOCC2)cc1)c1ccccc1[N+](=O)[O-]	-0.9	-11.6	-0.9	7.8	6.1	-9.3	-4.8	-9.2
COc1ccc(C2NC(=O)c3n[nH]c(C)c32)c(OC)c1 (stereo unspecified)	-1.4	-2.6	-0.1	7.8	-5.5	2.5	-3.4	-0.2
O=C(/C=C/c1ccc(F)cc1)Nc1ccc2[nH]c(=O)[nH]c2c1	-37.5	12.2	2.4	-49.1	-15.7	-5.7	2.6	1.4
Cc1cc(COc2ccccc2O)on1	-0.1	-22.3	-0.5	19.9	-9.6	3.0	-0.2	-7.8
Cc1c(OCC(=O)N(C)C)ccc2c3c(c(=O)oc12)CCCCC3	-1.3	0.1	3.9	-414.7	-11.7	4.6	5.2	-5.4
CCOc1ccc(OCCOc2ncnc3ccccc23)cc1	8.1	2.9	0.3	15.0	-13.4	-4.5	-8.9	-0.7
COc1ccc(CCn2c(C)cc(C(=O)CN3C(=O)C(=O)N(C4CCCC4)C3=O)c2C)cc1OC	.	-9.8	-0.4	-27.6	-8.2	-8.7	-2.5	4.0
COc1cccc(/C=N/NC(=O)c2cc3c(OC)c(OC)ccc3[nH]2)c1OC	-10.1	27.0	1.6	-27.8	-23.6	.	.	-2.9
Cc1cc(C)c(OCCn2ccnc2)c(C)c1	-2.4	-17.9	-0.1	1.7	6.3	5.4	14.6	5.5
Cc1c(NS(=O)(=O)c2cc(C(=O)NCCc3ccc(F)cc3)cc(Cl)c2Cl)c(=O)n(-c2ccccc2)n1C	-5.0	-5.5	-1.0	11.6	-4.4	-0.4	-7.3	-5.0
CCOc1ncccc1C(=O)OCC(=O)NC(=O)NC(C)C	-0.6	12.5	-0.3	3.1	-8.2	4.4	3.5	1.6
CCCCCCSc1cc(-c2nc3ccc(C)cn3c2NCCCC)ccc1OC	-9.9	24.1	11.2	-449.1	5.1	2.8	-0.4	-1.9
O=[N+]([O-])c1ccc(COc2ccc(CN3CCOCC3)cc2)cc1	-0.3	-4.1	-1.1	24.9	2.8	.	.	1.3
CCOC(=O)C(Sc1ncn[nH]1)c1ccccc1 (stereo unspecified)	-1.3	8.8	0.8	20.7	8.1	-0.3	-15.7	-2.8
CSc1ccccc1C(=O)Nc1cccc([N+](=O)[O-])c1	0.1	10.9	-1.8	30.9	-0.3	0.2	1.7	-3.2
CCCCn1c(N)c(N(CCC(C)C)C(=O)CC2OC(=O)c3ccccc32)c(=O)[nH]c1=O (stereo unspecified)	-1.2	-11.6	-0.2	-23.4	-0.1	0.3	-1.1	-4.7
CCN1CCN(Cc2c(O)ccc3c(=O)c(-c4ccc(OC)c(OC)c4)c(C)oc23)CC1	-6.3	-15.7	0.9	-281.0	-5.6	6.7	-10.8	-7.1
O=C(O)c1ccc(NC(=S)Nc2ccc(S(=O)(=O)Nc3ccccn3)cc2)cc1	1.5	-4.6	-0.9	-7.8	2.2	.	.	-2.6
CCCn1c(SCC(=O)Nc2nc3ccccc3s2)nc2c1c(=O)n(C)c(=O)n2C	3.3	-8.4	84.8*	10.3	-0.7	6.4	-4.8	-4.5
CN(c1ccc([N+](=O)[O-])cc1C(N)=O)C1CCCCC1	-4.3	5.0	-0.8	15.3	2.8	-0.3	-5.1	-8.6
COc1ccc(N2C(=O)CC(N3CCN(c4ccccc4)CC3)C2=O)cc1 (stereo unspecified)	2.2	11.8	-0.4	11.4	-4.1	-6.0	-3.3	-2.3
CCN(CC)c1ccc(N=Nc2ncn[nH]2)cc1	2.4	28.6	2.8	22.4	6.0	-2.1	-5.2	-12.5
CNS(=O)(=O)c1ccc2c3c(cccc13)C(=O)N2	-1.6	-3.6	-0.1	-313.2	-2.2	11.6	-11.4	1.8
CCN(C[C@H]1N[C@@](CC)(C(=O)OC)[C@H]2C(=O)N(C)C(=O)[C@@H]12)C(=O)NC(C)C	-0.5	12.1	-2.9	9.0	-9.8	-5.4	-2.0	-3.1
CCOC(=O)N1CCC(Nc2c(OCC)c(=O)c2=O)CC1	0.2	10.2	-1.7	11.7	-7.3	6.6	-0.1	-5.1
CCC(C)(C)C1CCc2nc3ccccc3c(C(=O)OC(C)C(=O)Nc3c(C)n(C)n(-c4ccccc4)c3=O)c2C1 (stereo unspecified)	-2.9	8.9	-0.8	12.6	-16.0	-4.3	-6.3	-3.3
CCc1cccc(CC)c1N(COC)C(=O)Cn1c(CO)nc2ccccc21	1.2	-10.6	2.0	-1.1	-10.9	3.8	-3.0	-20.6
Oc1ccc(N=Nc2nc(-c3ccccc3)c(-c3ccccc3)[nH]2)cc1	2.0	21.6	4.3	32.5	48.1*	-0.7	-4.7	-10.7
O=C(c1ccc(OC2CCN(C/C=C/c3ccccc3)CC2)cc1)N1CCCCC1	-1.6	4.8	-2.4	-0.4	4.0	-6.0	1.8	-4.0
CCC(C)(C)NC(=O)C(c1ccncc1)N(C(=O)Cn1nnc2ccccc21)c1cc2c(cc1C(C)=O)OCO2 (stereo unspecified)	-4.5	-5.2	-0.5	-1.9	-4.9	5.2	7.6	1.6
O=S(=O)([N-]c1nc2ccccc2nc1-[n+]1ccccc1)c1ccccc1	-5.0	-10.5	4.2	20.3	2.7	-9.5	-15.4	9.3
NNC(=O)C(=O)NCCCN1CCOCC1	-0.9	-24.1	-0.8	4.9	-4.4	4.8	-19.5	-10.2
CCOCCCNC(=S)N1CCN(Cc2ccc3c(c2)OCO3)CC1	1.6	-5.5	1.6	2.2	-1.4	6.3	15.6	-4.7
Cc1cc(=O)[nH]c(SCC(=O)Nc2cccc(S(=O)(=O)N3CCOCC3)c2)n1	1.9	-1.8	0.4	-2.5	-4.7	-12.0	-14.0	1.1
CC(=O)N1c2c(cc(Br)cc2S(=O)(=O)NCc2ccc(C)cc2)CC1C (stereo unspecified)	-0.4	18.0	0.5	8.2	-3.3	-3.7	-7.1	-0.2
N#CCCn1nc(-c2ccc([N+](=O)[O-])cc2)cc1Nc1ccccc1NC(=O)C(F)(F)F	-3.9	-4.5	92.9*	39.5	-13.2	-2.5	-0.5	-2.6
O=C(N/N=C/c1cc(Br)c(O)c(Br)c1O)c1ccc2c(c1)OCCO2	2.6	-44.5	-1.9	-175.6	2.2	6.2	-1.5	-21.7
Cc1ccsc1CN(C)C(=O)CN1C(=O)NC2(CCCc3ccccc32)C1=O (stereo unspecified)	2.3	3.4	-1.3	15.8	-2.6	-7.5	-12.9	-5.6
O=S(=O)(c1cccc2cccc(Cl)c12)N1CCCC1	-1.0	2.0	-1.1	17.8	3.7	7.8	11.5	-9.0
